Rab2 wt GTP: changes GTP binding to wildtype dog Rab2A, up or down | AID 760 | GST-Rab2 wt beads, Bodipy-GTP binding, flow cytometry | GTP binding activity, % at 10 µM | actives 0.19% (n = 190,000) | P61105;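 active = GTP binding activity at least 20 points away from 100%, either lowered or raised; inconclusive = signal likely due to the compound's own green fluorescence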;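 also: 0% = beads with excess unlabeled GTP and 100% = no-compound control corrected for plate trend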
Mcl1-Noxa inh: disrupts binding of human Mcl-1 to Noxa peptide | Q07820 | TR-FRET Mcl-1/Noxa peptide binding, 2 h | inhibition, % at 21.7 µM | actives 1.5% (n = 220,000);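 active = compounds that cut the protein-peptide binding signal by more than 50% relative to plate controls in a single-dose test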;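 also: His-tagged Mcl-1 with rhodamine Noxa BH3 peptide and terbium anti-His antibody; 0% = Mcl-1 plus Noxa peptide wells and 100% = peptide-only wells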
Target sequence (Q07820 whole entry, looked up): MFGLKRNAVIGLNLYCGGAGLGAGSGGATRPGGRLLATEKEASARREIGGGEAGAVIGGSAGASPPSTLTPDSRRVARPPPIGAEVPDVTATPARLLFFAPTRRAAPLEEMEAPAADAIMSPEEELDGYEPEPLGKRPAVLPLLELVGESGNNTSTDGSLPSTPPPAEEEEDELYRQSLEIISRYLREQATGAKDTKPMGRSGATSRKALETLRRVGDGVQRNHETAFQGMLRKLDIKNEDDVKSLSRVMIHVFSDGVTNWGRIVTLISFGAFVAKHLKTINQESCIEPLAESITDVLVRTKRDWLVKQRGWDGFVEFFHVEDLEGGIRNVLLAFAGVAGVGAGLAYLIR
HRas wt GTP: changes GTP binding to wildtype human HRas; AID 759; GTP binding activity, % at 10 µM; GST-Ras wt beads, Bodipy-FL-GTP binding, flow cytometry; actives lie on both sides; P01112; actives 0.14% (n = 190,000);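 active = GTP binding activity at least 20% away from the 100% baseline, either lowered as inhibitor or raised as activator; inconclusive = flagged as likely green fluorescent, judged across all proteins in the well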;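 also: 0% = unlabeled GTP competition control and 100% = no-compound control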
Target sequence (P01112 whole entry, looked up): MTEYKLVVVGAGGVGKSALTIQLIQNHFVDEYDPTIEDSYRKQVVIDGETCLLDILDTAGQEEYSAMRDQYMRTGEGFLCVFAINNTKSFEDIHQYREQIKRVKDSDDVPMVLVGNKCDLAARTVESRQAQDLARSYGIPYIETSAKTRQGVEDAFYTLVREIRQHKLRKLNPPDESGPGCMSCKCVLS
Cdc42 wt: human Cdc42 wildtype GTP binding change, either direction | P60953 | GST-Cdc42 beads, Bodipy-GTP binding, flow cytometry; actives lie on both sides | percent activity (GTP binding), % at 10 µM | actives 0.2% (n = 190,000) | AID 761;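 active = percent activity GTP binding at least 20 points away from the 100% baseline, either down as inhibitor or up as activator; inconclusive = compound flagged as likely green fluorescent from well-wide comparison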;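 also: median bead fluorescence of bound Bodipy-FL-GTP at 100 nM; 0% = excess unlabeled GTP control and 100% = no compound control; below 100% means less GTP binding so inhibitor and above means activator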
Target sequence (P60953 whole entry, looked up): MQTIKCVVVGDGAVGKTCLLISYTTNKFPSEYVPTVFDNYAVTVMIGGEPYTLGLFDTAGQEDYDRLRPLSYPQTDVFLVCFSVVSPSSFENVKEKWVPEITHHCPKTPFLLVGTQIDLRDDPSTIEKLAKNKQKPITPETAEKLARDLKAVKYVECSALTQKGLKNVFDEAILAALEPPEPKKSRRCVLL
Avidin fluor: compound fluoresces at 488/530 nm on avidin beads | compound fluorescence 488/530 nm, flow cytometry; stronger effect = higher value | fluorescence (KMESF) at 10 µM | actives 0.38% (n = 220,000); in the data active = fluorescence above about 47; also: inactives centre near 10
Rac1 mut GTP: human Rac1 activated mutant GTP binding change; percent activity (GTP binding), % at 10 µM; GST-Rac1 activated beads, fluorescent GTP binding, flow cytometry; actives lie on both sides; 100% means binding = to untreated wells; P63000; actives 0.11% (n = 190,000);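 active = GTP binding at least 20 percentage points away from the 100% baseline, in either direction, so actives lie on both sides; inconclusive = Compound likely fluorescent itself, or too few beads counted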
GSH bead fluor: GSH bead compound fluorescence profile; fluorescence (KMESF) at 10 µM; GSH beads flow cytometry, compound fluorescence 488/530 nm; stronger effect = higher value; actives 0.25% (n = 190,000); in the data active = fluorescence above about 89;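 also: glutathione beads carrying GST-tagged Bcl family fusion proteins plus one bare bead set; values are compound well signal with DMSO vehicle wells as background; inactives centre near 16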
Rab7 wt modul: dog Rab7 wildtype GTP binding, inhibitors and activators; GST-Rab7 beads, fluorescent GTP binding, flow cytometry; actives lie on both sides; untreated = 100%, excess cold GTP = 0%; GTP binding activity (percent of control), % at 10 µM; actives 0.055% (n = 190,000);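 active = fluorescent GTP binding to Rab7 beads changed by at least 20 points from the 100% baseline, either direction, mostly lower; inconclusive = compound itself probably fluorescent, or too few beads counted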;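 also: median green fluorescence of bound Bodipy-FL-GTP per Rab7 bead population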
Mcl1 Bid PPI: disrupts binding of human Mcl-1 to Bid peptide | actives 0.97% (n = 220,000) | inhibition, % at 21.7 µM | Q07820 | TR-FRET Mcl-1/Bid-Dy647 peptide binding, 1536-well | AID 1021;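 active = compounds that cut the binding signal by more than half at the single screening dose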;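 also: His-tagged Mcl-1 with europium anti-His antibody binding Bid BH3 peptide; 0% = Mcl-1 plus peptide wells and 100% = peptide-only wells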
Rac1 wt GTP bind: human Rac1 wildtype GTP binding, inhibitors and activators; P63000; GST-Rac1 beads, fluorescent GTP binding, flow cytometry; actives lie on both sides; 0 = cold GTP competed, 100 = untreated; GTP binding activity (% of control), % at 10 µM; actives 0.27% (n = 190,000);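 active = GTP binding activity at least 20 points away from the 100% control level, either lower or higher; inconclusive = compound flagged as likely green fluorescent, judged across all proteins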
Pf gametocyte: P. falciparum stage V gametocyte viability inhibition | AID 743093 | P. falciparum stage V gametocytes, ATP luminescence, 24 h | inhibition, % at 10.9 µM | actives 0.065% (n = 150,000);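 active = inhibition above the mean plus 3 SD of compounds within the control limits, set per campaign, cut at about 38% in these data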;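 also: 0% = DMSO wells and 100% = medium only without gametocytes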
The depositor's hits bear a star; ? = inconclusive; . = no result given.

mol	Rab2 wt GTP	Mcl1-Noxa inh	HRas wt GTP	Cdc42 wt	Avidin fluor	Rac1 mut GTP	GSH bead fluor	Rab7 wt modul	Mcl1 Bid PPI	Rac1 wt GTP bind	Pf gametocyte
O=C(NCCc1ccccc1)c1ccc2nc(-c3ccco3)c(-c3ccco3)nc2c1	94	103*	96	96	10	91	8	94	56*	92	.
COC(=O)c1cn(CC(=O)Nc2ccc(F)cc2)c2ccccc12	96	6	94	96	9	96	13	93	-21	95	-4
Cc1ccsc1/C=N\Nc1cn[nH]c(=O)c1Cl	95	28	95	90	11	92	10	97	-5	88	-12
CCCCc1cn([C@@H](CCCCN)C(=O)N2CCNCC2)nn1	99	7	99	99	4	98	20	96	25	102	-35
CSc1nc2nc(-c3ccccc3)cc(=O)n2[nH]1	98	-9	100	100	4	94	37	97	-4	99	.
CC(C)Cn1c(N)cc(=O)n(C)c1=O	98	9	97	93	13	96	13	105	-28	100	-5
Cn1c(-c2ccc(C=O)s2)nc2ccccc21	99	24	98	96	12	97	24	103	25	101	.
O=C(CN1CCOc2ccccc21)N1CCCC1	101	8	103	102	7	99	14	104	-24	103	.
Clc1ccc(Cn2ncc3c(NCCN4CCOCC4)ncnc32)cc1	107	1	106	108	8	101	21	103	0	102	2
Cc1cc2cc(C(c3nnnn3CC3CCCO3)N3CCCc4ccccc43)c(=O)[nH]c2cc1C (stereo not given)	99	16	101	101	13	99	14	100	-5	102	5
COc1ccc(C(=O)Nc2cc(-c3nn4c(C)nnc4s3)ccc2C)cc1	100	-23	100	103	4	99	11	98	-12	104	.
CC(=O)Nc1cccc(NC(=O)C2CCCN2C(=O)Nc2ccccc2C)c1 (stereo not given)	100	3	102	103	28	102	14	100	-18	104	.
O=C(NCc1ccco1)c1cccn2c(=O)c3cc4ccccc4cc3nc12	99	47	99	99	3	98	18	100	94*	98	.
C=CCOC(=O)Nc1ccc(Cl)cc1NC(=O)OCC=C	102	6	100	104	12	99	25	101	-5	104	.
O=C(COC(=O)Cn1cnc2ccccc21)NCc1ccc(F)cc1	98	8	95	96	9	93	15	96	2	97	-15
COc1ccc(N2C(=O)CC(N(CCc3ccc(OC)c(OC)c3)C(=S)Nc3ccccc3)C2=O)cc1 (stereo not given)	101	7	102	103	4	100	10	103	11	103	-33
CN(C)c1ccc(N/C=C/C(=O)C(F)(F)F)cc1	99	25	100	92	25	103	11	102	-42	102	.
CCN(CC)C(=O)CSc1nc2cc3c(cc2c(=O)n1Cc1ccc2c(c1)OCO2)OCO3	99	2	100	99	8	99	23	101	2	103	-26
Cc1c(C2OC(=O)C3(CCCCC3)C(=O)C2(C)C)c(=O)n(-c2ccccc2)n1C (stereo not given)	?	4	?	?	16	?	30	?	1	?	.
CCOc1ccc(S(=O)(=O)NCc2cccs2)cc1	99	-9	99	102	12	98	32	98	-18	104	-8
O=C(Nc1ccc2c(c1)OCO2)c1cnn2c(C(F)(F)F)cc(-c3ccco3)nc12	96	5	102	104	20	100	11	96	-11	109	2
CC1CCCN(c2ccc(C(=O)NCCc3ccccc3)cn2)C1 (stereo not given)	100	5	99	102	13	101	30	97	-10	104	10
Nn1c(-c2cccs2)nc2sc3c(c2c1=O)CCCC3	102	-8	102	102	35	99	10	100	-1	103	.
CCOC(=O)CC1C(=O)NCCN1S(=O)(=O)c1cc(Cl)c(Cl)cc1Cl (stereo not given)	104	-11	102	106	14	101	15	103	1	103	-72
CN1c2ccccc2C(C)(C)[C@]12C=Cc1cc(O)ccc1O2	100	46	102	100	6	99	46	103	-67	103	.
COc1cc(Cl)c(S(=O)(=O)NCc2cccnc2)cc1Cl	98	-6	97	96	12	99	38	97	2	99	17
CCOc1cccc(C2C(C(=O)c3ccc(C)o3)=C(O)C(=O)N2c2nccs2)c1 (stereo not given)	94	8	92	91	10	90	10	92	-96	89	.
O=C(Cc1ccc(-c2ccccc2)cc1)N1CCOCC1	101	18	103	101	9	99	12	103	-17	107	-45
Cn1c2c(c(=O)n(C)c1=O)CN(CCN1CCNCC1)CN2	99	-8	99	102	9	101	27	96	-37	100	.
C1COCCNCCOCCOCCOCCN1	100	10	100	101	3	99	10	101	-17	106	0

mol	Rab2 wt GTP	Mcl1-Noxa inh	HRas wt GTP	Cdc42 wt	Avidin fluor	Rac1 mut GTP	GSH bead fluor	Rab7 wt modul	Mcl1 Bid PPI	Rac1 wt GTP bind	Pf gametocyte
Cc1ccc2nc(-c3ccccc3)nc(SC(C)C(=O)NCc3cccs3)c2c1 (stereo not given)	95	19	97	98	14	94	31	93	10	93	.
Cc1cccc(OCCCC(=O)Nc2nc3ccccc3[nH]2)c1	100	9	101	98	23	95	13	105	2	99	12
O=C(OCCN(CCOC(=O)c1ccncc1)S(=O)(=O)c1cccs1)c1ccncc1	95	-6	96	99	4	94	42	96	-17	97	.
Cc1nn(-c2ccc(Cl)cc2Cl)c(=O)c2ccccc12	102	12	106	105	25	99	13	102	3	108	-6
COc1ccc(Nc2nc(-c3c(C)nc4ncccn34)cs2)cc1	76*	21	77*	76*	8	83	6	84	-53	65*	-10
O=C(c1cn(-c2ccccc2)nc1-c1ccc(F)cc1)N1CCOCC1	99	1	99	102	29	101	20	100	-7	104	.
CN(CCc1cnn(C)c1)C(=O)CCc1nnc(CCCc2ccccc2)o1	99	-12	97	100	13	95	17	97	-9	101	.
CCOC(=O)C(NC(=O)Nc1ccc(C(N)=O)cc1)(c1ccccc1)C(F)(F)F (stereo not given)	101	6	97	101	11	98	22	99	-3	100	-5
O=C(Nc1nc2c(s1)CCCC2)c1cc(-c2ccccc2)nc2ccccc12	100	2	101	97	4	100	8	100	-34	100	-19
C=CCNc1nc(NCC)nc(N2CCOCC2)n1	101	0	101	102	6	99	25	101	8	101	-2
COc1ccc(S(=O)(=O)N2CCCCCC2)cc1NC(=O)Cc1ccccc1	94	21	94	94	48*	92	8	93	2	96	2
O=C(Nc1ccc2snnc2c1)Nc1cccc2ccccc12	95	19	95	95	5	95	27	92	13	96	-47
Cc1ccc(CNC(=O)CNC(=O)c2c(C)nn(C)c2Cl)cc1	98	8	95	95	12	93	16	106	-19	96	1
CNC(=S)Nc1cc(C(=O)N2CCCC2)ccc1N1CCCC1	100	17	99	95	9	92	18	98	-8	103	.
O=C(Nc1nc2c(s1)CCCC2)c1cc2n(n1)C(C(F)(F)F)CC(C1CC1)N2 (stereo not given)	103	19	100	99	9	99	12	103	-20	101	.
O=C(CCCN1C(=O)/C(=C\c2cccs2)SC1=S)Nc1cccnc1	97	37	98	98	18	97	7	101	-17	103	3
CCOC(=O)/C=c1\s/c(=C\c2ccc3cc(OC)ccc3c2)c(=O)n1CC(=O)NCC1CCCO1 (stereo not given)	104	13	104	105	9	99	21	104	35	100	.
COC(=O)CSC1=C(C#N)C(c2ccc(C)o2)CC(=O)N1 (stereo not given)	95	-2	93	95	9	94	22	94	-58	94	5
CCOC(=O)N1CCC(=NNS(=O)(=O)c2cccc([N+](=O)[O-])c2)CC1	100	3	104	104	8	103	5	102	-37	109	-16
CC(C)(CO)NCc1cccs1	102	21	103	97	12	97	12	103	-28	99	17
CCOc1cc(C=O)cc(Br)c1OCC(N)=O	97	-6	95	96	9	96	16	99	-7	97	.
Nc1cc(OC(=O)c2ccccc2Br)nn1S(=O)(=O)c1ccccc1	97	21	96	94	39	96	17	100	-4	99	26
CC(C)(C)NS(=O)(=O)c1ccc(/C=C/C(=O)O)cc1	97	11	99	100	3	96	11	98	-16	101	7
CC(C)NCC#CCOc1ccc(Cl)cc1	99	19	96	99	8	95	19	100	0	99	.
CC(C)CCNC(=O)CC1C(=O)N(Cc2ccccc2)C(C)c2nc3ccccc3n21 (stereo not given)	96	4	98	100	8	96	6	94	-17	98	23
CN1C(=O)CC(Nc2cccc3cccc(N)c23)C1=O (stereo not given)	96	20	95	97	25	98	11	95	-39	101	.
O=C(CCc1ccc(S(=O)(=O)N2CCOCC2)cc1)Nc1cc(Cl)ccc1N1CCOCC1	108	-21	106	107	14	101	24	101	-35	105	.
COc1cc(C2C(C#N)=C(N)Oc3n[nH]c(-c4cccs4)c32)cc(OC)c1O (stereo not given)	94	15	94	91	3	94	10	100	-33	96	-9
CCN=c1sc(C(=O)OC)cc(=O)n1CC	95	7	96	95	36	94	18	94	-15	98	.
O=C(O)c1ccccc1-c1cn2cc(Cl)ccc2n1	97	11	101	99	10	97	21	96	-7	101	-20
Clc1cccc(-c2nc(-c3ccccn3)no2)c1	99	4	102	105	29	103	15	95	-31	104	.

Screening results: PubChem, several laboratories

Compounds were not picked by outcome; overall some 3% were active at least once.
